Screens: PubChem, several laboratories
PKA-R1A activ – activates the PKA-R1A holoenzyme complex; activation, % at 11.4 µM; 340,000 tested, 0.083% active; PKA-R1A dissociation, Cy5-IP20 fluorescence polarization; scaled: DMSO 0%, 113 µM cGMP 100%; P00514+P68181;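 active means percent activation above the mean of all tested compounds plus 3 SD, cut at about 19% in these data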;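 further: higher means more PKAc released from R1A so a rise in polarization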
phage Ecoli inh – E. coli growth loss with phage present; growth absorbance; inhibition, % at 11.9 µM; 360,000 tested, 0.26% active; AID 651602; in the data active means inhibition above about 11%
OPRM1-OPRD1 inv – inverse agonist of human OPRM1-OPRD1 heterodimerization; P35372+P41143; cell-based MOR-DOR heterodimer luminescence, inverse agonism; inhibition, % at 9.3 µM; 340,000 tested, 0.21% active; in the data active means inhibition above about 22%, passing the limit was not always enough;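 further: 0% = cells with DMSO and 100% = wells without cells with DMSO; values of inactives mirror those of a sister screen read the other way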
Target sequence (P35372 whole entry, looked up): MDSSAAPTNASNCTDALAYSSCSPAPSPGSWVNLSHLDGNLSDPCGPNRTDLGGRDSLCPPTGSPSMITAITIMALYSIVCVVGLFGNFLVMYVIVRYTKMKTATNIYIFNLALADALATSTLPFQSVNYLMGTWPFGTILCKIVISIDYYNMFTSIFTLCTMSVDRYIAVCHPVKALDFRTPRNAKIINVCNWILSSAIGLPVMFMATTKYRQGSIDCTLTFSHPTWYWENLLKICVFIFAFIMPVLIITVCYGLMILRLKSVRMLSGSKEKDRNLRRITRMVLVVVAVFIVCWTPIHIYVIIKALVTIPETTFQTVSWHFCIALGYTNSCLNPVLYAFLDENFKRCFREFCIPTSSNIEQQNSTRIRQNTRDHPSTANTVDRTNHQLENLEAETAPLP
Target sequence (P41143 whole entry, looked up): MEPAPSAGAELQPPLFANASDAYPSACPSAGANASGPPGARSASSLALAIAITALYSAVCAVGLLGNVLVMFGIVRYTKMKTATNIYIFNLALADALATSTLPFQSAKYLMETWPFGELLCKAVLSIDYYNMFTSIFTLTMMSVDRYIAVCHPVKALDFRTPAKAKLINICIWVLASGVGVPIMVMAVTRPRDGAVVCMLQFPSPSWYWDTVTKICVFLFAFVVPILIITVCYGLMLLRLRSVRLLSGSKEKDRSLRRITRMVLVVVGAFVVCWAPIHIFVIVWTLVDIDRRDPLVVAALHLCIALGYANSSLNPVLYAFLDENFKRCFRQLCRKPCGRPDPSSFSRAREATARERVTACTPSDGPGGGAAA
Pemphigus Ab inh – human desmoglein-3 autoantibody binding inhibition; binding (percent of control), % at 10 µM; DSG3-coupled beads, scFv-anti-DSG3-GFP binding, flow cytometry; hits give low values; P32926; 310,000 tested, 0.48% active;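 active means binding more than 3 SD below its plate's average and above zero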;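 further: hits lower antibody fragment binding to DSG3; some compounds called inactive have numbers as strong as hits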
Ecoli viability – bacterial growth inhibition, counter-screen for AddAB inhibitors | E. coli V3065 growth, OD600 absorbance, 18 h | inhibition, % at 11.9 µM | 330,000 tested, 0.27% active | AID 449728;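 active means inhibition above the campaign's mean inhibition across all tested compounds plus 3 SD, cut at about 9.9% in these data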;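 further: uninfected addAB+ strain grown without phage in ampicillin broth; 0% = DMSO wells and 100% = ciprofloxacin 0.95 µg/ml wells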
HTR5A inv ag – inverse agonist of human HTR5A in OPRM1-OPRD1 counter-screen; inhibition, % at 9.3 µM; 340,000 tested, 0.083% active; P47898; HTR5A cell line, luminescence, inverse agonism; in the data active means inhibition mostly above about 23%, no sharp cut-off; inactive means mostly below about 18%;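 further: 0% = cells with DMSO and 100% = no-cell wells with DMSO; some compounds called inactive have numbers as strong as hits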
PfHsp90 yeast 2 – growth inhibition of yeast expressing Plasmodium Hsp90; S. cerevisiae expressing PfHsp90, BacTiter-Glo ATP, 48 h; yeast lacking PDR1 and PDR3 efflux regulators; inhibition, % at 9.4 µM; 310,000 tested, 0.32% active; AID 504621;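 active means every replicate shows inhibition above about 80%, whatever the replicate mean, limit read from the data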;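 further: 0% = DMSO neutral controls and 100% = 20 µM radicicol positive controls; yeast relying on Plasmodium falciparum Hsp90 in place of its own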
MOR-DOR ag – agonists of human mu-delta opioid receptor heterodimerization; P35372+P41143; cells, OPRM1-OPRD1 heterodimerization, luminescence; activation, % at 9.3 µM; 340,000 tested, 0.3% active; AID 504326; in the data active means activation above about 18%;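 further: 0% = vehicle-treated cells and 100% = reference agonist; values of inactives mirror those of a sister screen read the other way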
HTR5A ag ctr – HTR5A agonism, opioid heterodimer counter-screen. P47898. HTR5A agonist assay, luminescence, cell-based. activation, % at 9.3 µM. 340,000 tested, 0.61% active; in the data active means activation mostly above about 9.5%, no sharp cut-off; inactive means mostly below about 7.6%;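 further: 0% = cells with vehicle only and 100% = reference agonist; strong numbers were not always called active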
AddAB inh – less growth of phage-infected E. coli with AddAB | E. coli expressing H. pylori AddAB, absorbance growth | inhibition, % at 11.9 µM | 330,000 tested, 0.29% active | AID 435030; in the data active means inhibition above about 12%;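 further: 0% = vehicle wells of infected cells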
SUMO Mot1 rescue – blocks SUMOylation pathway, rescuing yeast Mot1-301 growth. S. cerevisiae Mot1-301 growth rescue, ATP luminescence, 38.5C; percent above DMSO median, 100 means doubled. growth rescue, % at 18.8 µM. 320,000 tested, 1% active. AID 2716;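 active means every valid replicate shows activation above 250% relative to neutral control wells; inactive means the rest, any valid replicate at or below 250%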;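 further: OY570 slx delta 5 strain wells were the positive control but not used for scaling; some compounds called inactive have numbers as strong as hits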
Starred values were filed as active, the others as inactive; i = inactive; x = no result given.

SMILES	PKA-R1A activ	phage Ecoli inh	OPRM1-OPRD1 inv	Pemphigus Ab inh	Ecoli viability	HTR5A inv ag	PfHsp90 yeast 2	MOR-DOR ag	HTR5A ag ctr	AddAB inh	SUMO Mot1 rescue
COc1ccc(OC)c(CNn2c(-c3ccccc3F)nc3ccccc3c2=O)c1	-10.0	2.0	9.3	103.4	-1.0	4.9	-13.8	-1.9	-1.8	0.0	-24.7
CC(=O)N/N=C(\C)CCc1ccccc1	-0.4	-0.1	10.2	103.3	2.7	19.1	-24.2	-2.0	4.8	0.9	82.1
CCCNS(=O)(=O)c1ccc(OCC(=O)N2CCc3ccccc3C2)c(C)c1	-11.2	1.0	7.5	97.1	-2.0	18.9	-7.7	-1.5	-2.5	1.3	-16.6
O=C(NCCC(=O)N1CCN(S(=O)(=O)c2ccccc2Cl)CC1)Nc1ccccc1	-7.3	1.6	13.8	96.3	-0.1	-9.4	1.3	-3.4	3.9	1.9	-20.4
CCCN(C(=O)c1cc(S(=O)(=O)N2CCN(CC)CC2)ccc1Cl)C1CCS(=O)(=O)C1 (stereo unspecified)	-1.9	1.2	-1.6	101.4	x	22.8	9.9	0.4	1.1	x	x
CCOC(=O)C(C)n1cnc2c(nnn2-c2ccccc2)c1=O (stereo unspecified)	-8.9	x	1.5	104.3	-0.1	-10.6	17.1	-0.3	3.5	0.8	3.0
CC(=O)c1cccc(OCC(=O)Nc2cccc(C(=O)Nc3c(C)n(C)n(-c4ccccc4)c3=O)c2)c1	8.8	2.3	16.1	x	-1.4	2.4	28.2	-4.0	-0.9	1.6	-3.4
Cc1ccccc1NC(=O)C1CCCN(S(=O)(=O)c2ccc(-n3cnnn3)cc2)C1 (stereo unspecified)	-2.0	-1.5	-13.9	x	-0.8	11.4	-6.5	1.9	-4.3	4.0	-3.1
Cc1cc(C)c(C#N)c(Sc2ccccc2N)n1	-11.3	2.5	1.0	96.8	1.1	-0.8	33.5	-0.1	0.3	2.0	190.5
CN(C(=O)CSc1nc2c(c(=O)[nH]1)CCCC2)C1CCCCC1	-19.9	4.2	10.8	101.3	-1.2	2.7	x	-2.0	-3.1	0.8	-0.3
CS(=O)(=O)N(CC(=O)Nc1ccc(F)c(F)c1)c1cccc([N+](=O)[O-])c1	6.5	0.6	-4.5	100.1	0.7	-3.9	4.5	0.9	1.5	5.3	-0.4
CCN(CCn1cccn1)C(=O)CCc1nnc(-c2ccccc2)o1	2.7	4.0	-1.1	111.6	0.6	6.8	-3.4	0.1	-2.4	2.6	-6.7
C/C(=N\NC(=O)c1c(Br)cnn1C)c1ccc(NC(=O)c2ccc(F)cc2)cc1	2.0	3.3	-27.3	93.8	1.6	15.0	-4.0	3.8	1.2	2.2	-5.8
Cc1cccc(NC(=O)c2ccc(Cl)c(NC(=O)c3ccncc3)c2)c1C	-9.7	3.0	6.7	106.7	2.5	-5.7	-85.7	-1.2	2.2	1.6	13.7
O=C1C(Cl)=C(NCCN2CCCCC2)C(=O)c2ccccc21	-8.4	x	-107.6	89.3	-7.8	28.2	-19.8	17.1	5.3	3.2	-3.6
O=C(N=C1SCC(=O)N1c1ccccc1Cl)c1ccco1	-0.9	1.0	9.9	102.8	2.8	14.9	-9.5	-1.8	0.1	2.3	-15.6
O=C(Nc1ccc2c(c1)OCO2)Nc1ccc(Cl)cc1Cl	8.3	1.2	-20.4	x	2.3	-14.8	x	4.0	4.8	2.0	19.0
C/C(=N\NC(=O)CNc1cccc(C(F)(F)F)c1)c1cccs1	16.1	3.8	-20.6	99.0	2.6	-21.1	3.5	3.6	7.4	1.6	-2.4
NC(=O)c1ccc(-n2nnnc2Oc2ccc(Br)cc2)cc1	-1.9	1.0	7.5	96.5	-2.9	-2.4	-24.9	-1.6	0.9	0.8	2.4
COc1ccc(CCn2c(=O)[nH]c3cc(C(=O)NCCCN4CCOCC4)ccc3c2=O)cc1OC	1.8	1.8	11.5	98.6	1.8	-11.2	-3.3	-2.2	4.1	0.4	-7.0
CN(Cc1ccccc1F)c1nc(-c2cccs2)nc2ccccc12	3.9	2.1	-3.1	109.5	-5.0	-27.5	5.5	0.7	-2.6	-0.8	1.3
CC(C)=Nc1ccccc1C1COC(=O)C1=N (stereo unspecified)	7.5	3.2	11.3	99.6	-1.9	1.7	-12.9	-1.9	-0.6	3.6	x
CN(C)S(=O)(=O)c1cccc(NC(=O)COc2ccc(C(=O)c3ccccc3)cc2)c1	1.4	-0.7	-8.0	x	2.8	-11.0	-24.8	1.1	4.1	5.4	1.7
CCC(C)Nc1nc(C)nc2c1oc1ccccc12 (stereo unspecified)	-3.2	-5.5	15.9	x	-1.1	-27.6	-3.1	-3.2	-2.8	1.5	-18.8
CNC(=S)N/N=C/c1ccc(OCc2ccccc2)c(Br)c1	3.8	0.0	-92.6	90.8	-0.8	8.7	-6.1	17.4	14.9*	0.8	-7.5
COCCn1c(SCc2cc(=O)n3ccsc3n2)nnc1-c1ccncc1	-5.1	2.0	16.0	108.8	-0.8	-18.1	x	-3.4	7.3	0.0	6.7
Cc1cccc(Nc2nc(N)c([N+](=O)[O-])c(NCc3ccco3)n2)c1	-6.0	3.8	-20.7	98.5	1.5	7.1	-12.8	3.9	-2.8	0.7	62.4
CCOc1ccccc1-n1c(SCC(N)=O)nnc1-c1ccc(O)cc1	-6.1	-0.5	22.2	101.7	-2.2	13.1	-14.2	-4.1	1.7	-0.5	-17.4
N#C/C(=N\Nc1ccccc1F)c1nc(-c2ccccc2)cs1	-7.2	4.6	6.4	90.7	-0.5	1.9	-23.6	-1.3	2.5	4.2	12.7
Cc1cc(C(=O)NCc2cc(C(=O)O)co2)co1	-6.6	1.8	4.6	102.9	0.3	7.3	-8.6	-0.9	0.3	-0.7	-6.3
CN(CCc1cn[nH]c1)C(=O)C1CCC(=O)N(CC2CCCCC2)C1 (stereo unspecified)	-1.8	0.3	11.4	99.1	x	-11.8	3.2	-2.1	-1.7	x	x
CCCc1cc(-c2n[nH]c(=S)n2C(C)c2ccccc2)cs1 (stereo unspecified)	-6.2	0.7	-61.4	102.6	-2.2	13.5	-114.3	11.1	0.6	1.9	57.5
Cc1c(C)n2c(SCC(=O)NCc3ccc4c(c3)OCO4)nnc2[nH]c1=O	5.2	0.8	10.4	99.2	1.4	12.1	x	-1.9	6.0	-0.2	-6.3
COc1ccc(CNCC(=O)Nc2cccc(S(N)(=O)=O)c2)cc1	-9.1	-0.1	1.8	100.3	0.4	-3.8	-15.1	-0.4	1.5	4.6	-16.4
OCC#Cc1cnc2ccccc2c1	-13.6	2.1	14.0	93.1	1.7	-9.6	3.9	-2.6	2.6	2.4	264.2
CC(=O)N/N=C(\C)CC(=O)Nc1ccc2c(c1)OCCO2	-11.6	1.7	0.8	94.5	-1.0	-1.0	-0.2	-0.1	0.4	3.3	-4.8
Fc1ccccc1COc1cccc(/C=N/n2cnnc2)c1	10.0	4.0	6.5	100.1	0.3	11.5	x	-1.4	-4.8	3.7	-21.1
COc1cccc(-c2cc3nc(-c4ccccc4)cc(N4CCC5(CC4)OCCO5)n3n2)c1	9.6	-0.1	-19.9	85.7	1.1	-10.1	-11.9	3.6	6.2	1.3	409.6
CC(O)(CS(=O)(=O)Cc1ccccc1)C(=O)Nc1ccc(C(F)(F)F)cc1 (stereo unspecified)	4.6	2.2	7.2	91.4	-3.6	22.5	-10.0	-1.4	1.6	-0.8	-2.5
COCCOC(=O)C1=C(C)NC2=C(C(=O)CCC2)C1c1ccc(N(C)C)cc1 (stereo unspecified)	-14.3	1.9	-3.3	84.3	-1.7	-30.8	-1.4	0.6	-1.0	-1.2	26.1
O=C(CN1CCCCC1)Nc1cccc(-n2cnnn2)c1	-4.4	2.1	0.6	103.5	1.9	1.2	-25.1	-0.1	-0.5	0.8	-12.8
COc1ccc(-c2[nH]c(-c3ccc(Cl)cc3)nc2SCC(=O)Nc2nccs2)cc1	-0.2	2.1	-3.9	72.5*	-0.8	-11.4	-0.5	0.7	3.7	-0.2	-2.7
Cc1cccc(-n2ncc(Cl)c(Cl)c2=O)c1	-13.2	2.2	-28.7	114.8	0.2	9.4	-4.3	5.8	-2.5	1.5	0.4
CC(C)(C)N1C(=O)c2ccccc2NC(=O)N1Cc1ccc(Br)cc1	1.2	2.2	10.6	106.0	1.9	-18.6	11.4	-2.0	-0.2	0.0	-8.1
C=CCn1c(C)cc(C(=O)COc2nncc3ccccc23)c1C	-16.8	0.9	4.0	61.5	-3.0	-23.9	-11.6	-0.7	1.3	-0.3	-14.3
Cc1cc(Oc2ccc([N+](=O)[O-])cc2)nc(N2CCOCC2)n1	-15.6	1.1	11.3	x	-0.8	6.8	-9.0	-2.3	-2.6	-2.1	2.8
Cc1cccc(Cc2nnc(CCC(=O)NCc3ccncc3C)o2)c1	9.1	3.4	15.4	111.9	-1.5	9.0	0.0	-2.9	-3.2	0.1	-1.7
CSc1nncc(=O)[nH]1	10.7	2.8	10.6	96.6	-4.5	-0.2	x	-1.9	-6.2	-2.4	-17.3

Whole records as entered above. Order of values: PKA-R1A activ	phage Ecoli inh	OPRM1-OPRD1 inv	Pemphigus Ab inh	Ecoli viability	HTR5A inv ag	PfHsp90 yeast 2	MOR-DOR ag	HTR5A ag ctr	AddAB inh	SUMO Mot1 rescue
`Cc1cccc(Nc2nc(N)c([N+](=O)[O-])c(NCc3ccco3)n2)c1` is entered as -6.0	3.8	-20.7	98.5	1.5	7.1	-12.8	3.9	-2.8	0.7	62.4
`Cc1cc(C)c(C#N)c(Sc2ccccc2N)n1` is entered as -11.3	2.5	1.0	96.8	1.1	-0.8	33.5	-0.1	0.3	2.0	190.5
`CC(O)(CS(=O)(=O)Cc1ccccc1)C(=O)Nc1ccc(C(F)(F)F)cc1` (stereo unspecified) is entered as 4.6	2.2	7.2	91.4	-3.6	22.5	-10.0	-1.4	1.6	-0.8	-2.5
`OCC#Cc1cnc2ccccc2c1` is entered as -13.6	2.1	14.0	93.1	1.7	-9.6	3.9	-2.6	2.6	2.4	264.2
`CN(Cc1ccccc1F)c1nc(-c2cccs2)nc2ccccc12` is entered as 3.9	2.1	-3.1	109.5	-5.0	-27.5	5.5	0.7	-2.6	-0.8	1.3

Following part:
SMILES	PKA-R1A activ	phage Ecoli inh	OPRM1-OPRD1 inv	Pemphigus Ab inh	Ecoli viability	HTR5A inv ag	PfHsp90 yeast 2	MOR-DOR ag	HTR5A ag ctr	AddAB inh	SUMO Mot1 rescue
CC(=O)N(c1cccc(Br)c1)C1C=CS(=O)(=O)C1 (stereo unspecified)	-1.0	0.3	19.4	100.2	0.3	-4.4	1.1	-3.4	1.7	3.5	4.2
COc1ccccc1NC(=O)Cn1nnc(C(=O)NCCc2ccccc2)c1N	-2.2	3.6	14.6	85.5	-0.4	-39.2	x	-2.3	2.2	0.0	21.1
COc1ccc(-n2ncc3c(NCCN4CCOCC4)ncnc32)cc1	-7.5	x	9.2	97.9	-0.6	7.3	5.3	-1.5	-2.7	3.3	i
Cc1ccc(C2=NN(C(=O)CCC(=O)O)C(c3cccs3)C2)cc1 (stereo unspecified)	-4.0	1.2	0.9	99.6	-0.2	-13.9	-18.7	-0.2	4.9	1.5	-9.7
